HttQ103 aggreg: inhibitors of mutant huntingtin aggregate formation in PC12 cells | PC12 HttQ103-GFP aggregates, Acumen cytometry, 40 h | actives 1.1% (n = 220,000) | AID 1688 | Potency, µM (doses to about 46.1 µM), inactives show at the top dose activity change, negative = inhibition, most hits filed as inhibitors; also: % is scaled to controls: 0 for no effect and ±100 for the full control effect; nearly all actives have a fitted effect of over 60% in size
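Multiplexed with ATP-based cell death, this channel scores GFP aggregates in PC12 cells expressing inducible HTTex1-Q103-GFP. Induction used 100 nM tebufenozide; compounds were tested in concentration series.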
SMN2 splice enh: increases expression of the SMN2 splice variant | HEK293 SMN2-luciferase splicing reporter, luminescence, 30-36 h | Potency, µM (top dose mostly 46.1 µM), inactives show top-dose activity change, positive = activation, actives largely listed as activators | actives 2.8% (n = 210,000); also: % of control where 0% means no effect; nearly all actives have a fitted effect of over 55% in size
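qHTS luciferase splicing reporter: luminescence rises when SMN2 exon 7 is included in transfected HEK293 cells. Compound exposure lasted 30-36 h at 37C, with 4.5 mM final sodium butyrate as control, followed by a ONE-Glo read.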
ALDH1A1 inh: blocks purified human ALDH1A1 activity; P00352; Purified ALDH1A1, NADH fluorescence, propionaldehyde substrate; Potency, µM (top dose mostly 75.3 µM), inactives show top-dose activity, negative = inhibition, usual class: inhibitors; actives 7.3% (n = 220,000); active = well fitted inhibition curve with a large enough effect, not every such curve was filed as active; inconclusive = small, poorly fitted or top-dose-only effect, or another doubt; inactive = no such curve, though single readings can be large or run the other way;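 also: plate controls were no enzyme wells and a reference inhibitor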
Target sequence (P00352 whole entry, looked up): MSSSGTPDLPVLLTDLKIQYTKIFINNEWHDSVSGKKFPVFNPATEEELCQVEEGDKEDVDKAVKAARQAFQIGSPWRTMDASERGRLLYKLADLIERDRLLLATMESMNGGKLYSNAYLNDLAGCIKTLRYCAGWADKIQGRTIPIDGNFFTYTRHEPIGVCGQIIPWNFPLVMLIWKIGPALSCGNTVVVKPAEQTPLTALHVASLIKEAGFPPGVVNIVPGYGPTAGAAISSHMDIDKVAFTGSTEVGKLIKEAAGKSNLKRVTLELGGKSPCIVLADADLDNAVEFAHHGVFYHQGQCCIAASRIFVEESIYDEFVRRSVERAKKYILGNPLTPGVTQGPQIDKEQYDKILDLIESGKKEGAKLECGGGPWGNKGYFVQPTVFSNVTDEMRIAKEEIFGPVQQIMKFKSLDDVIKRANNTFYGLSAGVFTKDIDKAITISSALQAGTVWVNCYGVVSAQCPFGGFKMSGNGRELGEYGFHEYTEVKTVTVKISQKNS
HTT ATP protect: cytoprotection in Huntington HTT-Q103 PC12 cell model. actives 0.14% (n = 230,000). PC12 HTT-Q103 induced, cytoprotection, ATP luminescence, 40 h. Potency, µM (series often up to 56.4 µM), without a hit: cytoprotection (ATP increase), hits mostly activators;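 also: % of control where 0% means no effect; nearly all actives have a fitted effect of over 45% in size; toxic huntingtin expression switched on by the ecdysone agonist tebufenozide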
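ATP quantification (ATPlite) reports survival of PC12 cells in which tebufenozide, 100 nM final, switches on Htt exon 1 with 103 glutamines linked to GFP; compounds are titrated.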
Tau fibril FP: blocks human tau fibril formation measured by polarization | P10636 | K18 P301L tau heparin fibrillization, Alexa594 FP, 6 h | Potency, µM (series often up to 57.7 µM), for inactives: at the top dose activity, negative = inhibition, usual class: inhibitors | actives 0.39% (n = 280,000) | AID 1468; also: % is scaled to controls: 0 for no effect and ±100 for the full control effect; nearly all actives have a fitted effect of over 55% in size
Target sequence (P10636 561-689 P618L limits assumed): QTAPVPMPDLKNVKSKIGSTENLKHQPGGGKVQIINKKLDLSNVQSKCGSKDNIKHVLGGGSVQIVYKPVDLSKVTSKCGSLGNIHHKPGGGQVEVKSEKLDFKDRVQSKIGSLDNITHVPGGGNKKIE
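Compound effects on tau fibrillization are measured by Alexa 594 fluorescence polarization (ex 555, em 632 nm). K18 P301L tau is used at 15 uM with 0.24 uM labeled tracer, and 20 uM heparin induces aggregation over 6 hr at 37 C.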
Tau ThT inhib: tau fibrillization inhibition (ThT binding); P10636; recombinant tau K18 P301L, heparin-induced fibrillization, ThT fluorescence; Potency, µM (doses to about 57.4 µM), for inactives: at the top dose activity, negative = inhibition, most hits filed as inhibitors; actives 2.1% (n = 270,000); also: % is scaled to controls: 0 for no effect and ±100 for the full control effect; nearly all actives have a fitted effect of over 55% in size
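Heparin-induced (20 uM) aggregation of recombinant human K18 P301L tau, 15 uM unlabeled with 0.24 uM labeled, pH 7 acetate buffer, 6 hr at 37 C with compound. Fibrils quantified by 30 uM ThT fluorescence after 1 hr ambient incubation.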
Tau fluor counter: counter-screen for tau fibril formation inhibitors. Potency, µM (series often up to 57.7 µM), for the others: at the highest dose activity change, negative = decrease. tau K18 P301L Alexa594 fluorescence, heparin fibrillization. AID 1463. actives 0.93% (n = 280,000); also: % is scaled to controls: 0 for no effect and ±100 for the full control effect; nearly all actives have a fitted effect of over 55% in size
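Human tau K18 P301L (15 uM unlabeled, 0.24 uM Alexa 594-labeled) in 100 mM sodium acetate pH 7 with 20 uM heparin, 6 hr at 37 C. ThT 30 uM added, 1 hr ambient; Alexa 594 FP and total fluorescence read at 555/632 nm.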
KDM4E inh: JMJD2E (human) inhibition; B2RXH2; JMJD2E catalytic domain, FDH-coupled NADH fluorescence (FDH is formaldehyde dehydrogenase); Potency, µM (titrated, usually from 57.1 µM), inactives show at the highest dose activity change, negative = inhibition, most hits filed as inhibitors; actives 1.6% (n = 230,000); AID 2147; active = well fitted inhibition curve with a large enough effect, not every such curve was filed as active; inconclusive = small, poorly fitted or top-dose-only effect, or another doubt; inactive = no such curve, though single readings can be large or run the other way;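 also: 0% = wells with enzyme and -100% = buffer wells without enzyme; nearly all actives have a fitted effect of over 50% in size; many of its hits are not listed in these tables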
Target sequence (B2RXH2 1-337 limits assumed): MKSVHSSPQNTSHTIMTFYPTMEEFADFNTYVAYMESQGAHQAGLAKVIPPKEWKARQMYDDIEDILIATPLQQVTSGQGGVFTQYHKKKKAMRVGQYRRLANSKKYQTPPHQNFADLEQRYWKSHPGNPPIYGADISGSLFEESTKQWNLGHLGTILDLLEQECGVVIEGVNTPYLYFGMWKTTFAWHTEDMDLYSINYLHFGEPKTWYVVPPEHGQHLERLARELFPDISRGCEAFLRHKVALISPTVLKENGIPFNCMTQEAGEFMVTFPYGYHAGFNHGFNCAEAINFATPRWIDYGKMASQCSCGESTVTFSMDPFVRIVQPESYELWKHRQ
An asterisk follows results filed as active; ? = inconclusive; . = no result given; [ ] = dose if it differs, or a comment. Unless noted, calls follow the shape of the dose curve; as a rule, active = well fitted curve in the direction sought with a large enough effect; inconclusive = small, poorly fitted or top-dose-only effect, or another doubt; inactive = no such curve, though single readings can be large; an effect the other way counts as inactive or inconclusive. Potency is read from the fitted curve at half-maximal effect.

Preview (two entries):
Letter code: A = HttQ103 aggreg; B = SMN2 splice enh; C = ALDH1A1 inh; D = HTT ATP protect; E = Tau fibril FP; F = Tau ThT inhib; G = Tau fluor counter; H = KDM4E inh
CCOC(=O)C(NC(C)=O)(Nc1ccc(F)cc1)C(F)(F)F (stereo unspecified)
  A: 10%	B: -19%	C: 1%	D: 1%	E: -10%	F: ?	G: 1%	H: 1%

Cc1ccc(OC(=O)c2sc(Cl)nc2C)cc1C
  A: -30%	B: 5%	C: 20µM*	D: 18%[10 µM]	E: -9%	F: -13%	G: -6%	H: -26%

The listing, from the first entry:
Letter code: A = HttQ103 aggreg; B = SMN2 splice enh; C = ALDH1A1 inh; D = HTT ATP protect; E = Tau fibril FP; F = Tau ThT inhib; G = Tau fluor counter; H = KDM4E inh
CCOC(=O)C(NC(C)=O)(Nc1ccc(F)cc1)C(F)(F)F (stereo unspecified)
  A: 10%	B: -19%	C: 1%	D: 1%	E: -10%	F: ?	G: 1%	H: 1%

Cc1ccc(OC(=O)c2sc(Cl)nc2C)cc1C
  A: -30%	B: 5%	C: 20µM*	D: 18%[10 µM]	E: -9%	F: -13%	G: -6%	H: -26%

O=C(NCCc1ccc(Cl)cc1)c1cc2c(s1)-c1ccccc1OC2
  A: .	B: -15%	C: .	D: .	E: ?	F: 0%	G: -14%	H: .

Fc1ccc(-c2nnc(-c3ccc(Cl)cc3)o2)cc1
  A: -26%	B: ?	C: -10%	D: -31%[inhibitor]	E: 1%	F: -4%	G: 2%	H: 1%

CC(=O)Nc1ccccc1-c1nn[nH]n1
  A: 13%[9.22 µM]	B: 15%	C: 20%	D: 10%	E: 7%	F: -15%	G: -8%	H: 2%

O=C(Nc1cccc(F)c1)c1ccccc1
  A: -14%	B: 2%	C: 2%	D: -12%	E: 0%	F: -1%	G: 2%	H: 4%

CCCOCC1CC2(CC(C)(c3csc(N)n3)OC2=O)C(=O)O1 (stereo unspecified)
  A: 5%	B: -2%	C: 2%	D: 21%[10 µM]	E: 5%	F: -4%	G: 0%	H: -5%

Cc1ccc(NC(=O)c2ccc(NCCCN3CCC(C)CC3)c([N+](=O)[O-])c2)cc1F
  A: 18%	B: -6%	C: 10%	D: -50%[inhibitor]	E: -6%	F: ?	G: -27%	H: 1%

Brc1ccc2[nH]c3c(c2c1)CCC3
  A: 24%[9.22 µM]	B: .	C: -1%	D: 25%[10 µM]	E: 13%	F: ?	G: ?	H: -23%

CC(C)(C#N)N([O-])C=C[N+](=O)C(C)(C)C#N
  A: -1%	B: 1%	C: -15%	D: 1%	E: ?	F: ?	G: -10%	H: -29%

O=C(NCc1nc2ccccc2[nH]1)c1cccc(Cl)c1
  A: .	B: -7%	C: .	D: .	E: -2%	F: -11%	G: -10%	H: .

CCCCn1c(=O)c(Cc2ccccc2)c(O)c2ccccc21
  A: 10%	B: 5%	C: -1%	D: 11%[1.9 µM]	E: 3%	F: 2%	G: 0%	H: ?

O=C(c1cccnc1)N1CCN(C(=O)c2ccco2)CC1
  A: -9%	B: 2%	C: 1%	D: -16%[10 µM]	E: -4%	F: 2%	G: -1%	H: 1%

O=C(O)C(Cc1ccccc1)N1C(=O)c2cccc3cccc(c23)C1=O (stereo unspecified)
  A: 7%[9.22 µM]	B: .	C: -7%	D: 28%[10 µM]	E: -1%	F: 0%	G: 5%	H: -16%

Cc1cc(C(=O)NCc2cc(C)n(C)n2)sc1-c1ccccc1
  A: ?	B: -99%[inhibitor]	C: ?	D: -16%	E: 1%	F: -7%	G: -6%	H: ?

Cc1ccc(NC(=O)N2CCC(C(=O)Nc3ccc(C)cc3C)CC2)cc1
  A: 9%	B: 21%	C: 11%	D: 15%[1.9 µM]	E: -9%	F: -1%	G: 4%	H: -5%

O=C(CN1C(=O)CCC1=O)Nc1ccc2c3c(cccc13)CC2
  A: -14%	B: -5%	C: 10%	D: -11%[10 µM]	E: -3%	F: -6%	G: 1%	H: -11%

COc1ccccc1N1CCN(C(=O)COc2ccc(S(=O)(=O)NC(C)(C)C)cc2)CC1
  A: -21%	B: .	C: 6%	D: ?	E: -2%	F: -10%	G: -6%	H: 10%

CCOC(=O)C1=C(C)N=c2s/c(=C\c3ccc(OCC(=O)O)cc3)c(=O)n2C1c1ccc(OC(C)C)cc1 (stereo unspecified)
  A: -3%	B: 10%	C: 8%	D: .	E: ?	F: ?	G: -3%	H: 6%

CCc1cc(C=C(Cl)Cl)oc(=O)c1C
  A: -1%	B: -16%	C: ?	D: 7%	E: -1%	F: -4%	G: -1%	H: 11%

CC(=O)CC(=O)Nc1ccn(-c2ccccc2)n1
  A: -21%[9.22 µM]	B: -1%	C: 0%	D: -17%	E: -1%	F: ?	G: -13%	H: -3%

COc1cc(NC(=S)N2CCN(Cc3ccccc3)CC2)cc(OC)c1
  A: 8%	B: 8%	C: -2%	D: -2%[10 µM]	E: 0%	F: 1%	G: -13%	H: -8%

O=C(c1ccc(S(=O)(=O)N2CCCCC2)cc1)N1CCN(c2ccccc2F)CC1
  A: -12%	B: -19%	C: ?	D: 0%[10 µM]	E: ?	F: -3%	G: 0%	H: 4%

COc1cc(C(=O)Oc2cccc(C)c2)cc(OC)c1OC
  A: 18%	B: -3%	C: -10%	D: 2%	E: -11%	F: ?	G: -21%	H: -1%

Cc1ccc(NS(=O)(=O)c2cc3c4c(cccc4c2)C(=O)NC3=O)cc1C
  A: -15%[9.22 µM]	B: .	C: ?	D: -28%[10 µM]	E: 13%	F: ?	G: -24%	H: -3%

COc1ccc(C2Nc3ccccc3C(=O)N2O)cc1CN1CCOCC1 (stereo unspecified)
  A: 2%	B: 2%	C: -3%	D: 18%[10 µM]	E: 6%	F: 0%	G: 4%	H: ?

O=C(O)CN1C(=O)CSc2ccccc21
  A: 15%[9.22 µM]	B: -22%	C: 6%	D: 6%[10 µM]	E: -3%	F: 2%	G: 5%	H: 4%

CCN(C1CCCCC1)S(=O)(=O)c1ccc(S(=O)(=O)N(CC(=O)Nc2ccccc2)C2CC2)cc1
  A: -16%	B: -28%	C: -2%	D: -6%	E: -1%	F: -12%	G: -7%	H: -4%

O=C(C1CCCN(S(=O)(=O)c2cccc3nsnc23)C1)N1CCN(c2ccccc2F)CC1 (stereo unspecified)
  A: .	B: -27%	C: .	D: .	E: 6%	F: -3%	G: -4%	H: .

C=Cn1ccnc1P(=S)(c1ccc2c(c1)c1ccccc1n2CC)c1nccn1C=C
  A: -10%	B: 0%	C: ?	D: -76%[inhibitor]	E: -17%	F: -4%	G: -19%	H: ?

CC1(C)Cc2cccc(OCC(=O)Nc3nccs3)c2O1
  A: 7%	B: -19%	C: -4%	D: 3%	E: -1%	F: -9%	G: -6%	H: 10%

Cc1cc(C)n(-c2ccc(C(=O)NC3CCCCC3)cc2)n1
  A: -24%	B: -10%	C: 7%	D: -15%	E: 0%	F: -6%	G: -6%	H: 2%

COc1cc(/C=N/Nc2nc(=O)[nH]nc2C)cc(OC)c1O
  A: 23%[9.22 µM]	B: 7%	C: -8%	D: -15%	E: -1%	F: ?	G: 0%	H: -28%

CC(=O)Nc1ccc(S(=O)(=O)Nc2ccc3c(c2)n(C)c(=O)n3C)c(C)c1
  A: .	B: 17%	C: .	D: .	E: ?	F: -15%	G: -5%	H: .

CCC(CC)C(=O)Nc1cccc(C(=O)Nc2ccc(S(=O)(=O)Nc3ccc(C)cc3)cc2)c1
  A: ?	B: -15%	C: 0%	D: -31%	E: ?	F: 12%	G: ?	H: -11%

O=C(COC(=O)/C=C/c1cccs1)Nc1ccccc1Cl
  A: 24%	B: -2%	C: 7%	D: 1%[10 µM]	E: -4%	F: -3%	G: 1%	H: ?

COc1cc2c(cc1OC)C(c1cc([N+](=O)[O-])ccc1O)NCC2 (stereo unspecified)
  A: .	B: -12%	C: ?	D: .	E: 9%	F: -6%	G: -5%	H: 3%

CC(C)N(C(=O)COC(=O)[C@@H]1CC(O)CN1S(=O)(=O)c1ccccc1[N+](=O)[O-])C(C)C (stereo partly specified)
  A: -6%	B: 7%[1.84 µM]	C: 1%	D: 0%[10 µM]	E: 1%	F: -3%	G: -8%	H: 4%

Cc1nc(CN2CCN(C(=O)NC3(c4ccccc4)CC3)CC2)cs1
  A: 0%	B: .	C: 3%	D: 17%	E: 0%	F: -2%	G: -3%	H: 6%

Cc1ccc2c(CC(=O)NCc3cccs3)coc2c1
  A: -3%	B: 30%	C: -12%	D: 5%[10 µM]	E: -1%	F: -12%	G: -12%	H: 1%

CCC(C)NS(=O)(=O)c1ccc(OC)c(Cl)c1Cl (stereo unspecified)
  A: 4%	B: -7%	C: ?	D: 6%	E: 1%	F: -4%	G: -7%	H: -7%

CCN(CCO)Cc1cc(=O)oc2c(C)c(C)ccc12
  A: -2%	B: 9%	C: ?	D: 3%	E: -2%	F: -15%	G: -5%	H: -25%

CC1(OC(=O)c2cnc3ccccc3n2)C(=O)C=C2C=C(C3CC3)OC=C2C1=O (stereo unspecified)
  A: .	B: 0%	C: 10%	D: -5%	E: ?	F: ?	G: -16%	H: -2%

Cc1ccc(C(=O)NC(O)C(Cl)Cl)cc1 (stereo unspecified)
  A: 16%	B: 4%	C: 7%	D: .	E: -9%	F: -3%	G: -8%	H: 2%

CCCCCCCCC(=O)N/N=C/c1ccccn1
  A: -6%	B: -2%	C: 0%	D: -10%	E: -11%	F: -10%	G: -9%	H: -2%

CCOC(=O)C1(CCCc2ccccc2)CCN(C(=O)Cn2nc(C)nc2C)CC1
  A: 6%[9.22 µM]	B: .	C: .	D: -4%[10 µM]	E: 6%	F: 1%	G: 0%	H: -4%

Cc1nc(NC(=O)/C=C/c2ccccc2)sc1C(=O)NCCO
  A: -15%[9.22 µM]	B: 0%	C: 6%	D: -22%[10 µM]	E: -3%	F: -8%	G: -1%	H: -14%

4 entries from above, sorted by the number in SMN2 splice enh, high to low.
SMILES	SMN2 splice enh
Cc1ccc(C(=O)NC(O)C(Cl)Cl)cc1 (stereo unspecified)	4%
CC1(OC(=O)c2cnc3ccccc3n2)C(=O)C=C2C=C(C3CC3)OC=C2C1=O (stereo unspecified)	0%
CCCCCCCCC(=O)N/N=C/c1ccccn1	-2%
CCC(C)NS(=O)(=O)c1ccc(OC)c(Cl)c1Cl (stereo unspecified)	-7%

Compound activity deposited in PubChem BioAssay by National Center for Advancing Translational Sciences (NCATS).

Some of the compounds tested. The share of hits here may be higher or lower than overall.
